Source: PubChem BioAssay
LANA DNA inh – KSHV C-LANA DNA binding inhibition; MBP-C-LANA/FAM-LBS DNA binding, fluorescence polarization; inhibition, % at 9 µM; 340,000 tested, 0.078% active;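 active means highest replicate inhibition at or above 60% at 9 µM, even if other replicates fall short; inactive means all replicates below 60% inhibition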;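 further: 0% = neutral control wells and 100% = 4 µM acridine orange control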
cardiac RTF act – cardiac RTF calcium sensitization. AID 493008. 340,000 tested, 0.24% active. IANBD-labeled TnC RTF fluorescence at EC20 calcium; 0% EC20 calcium, 100% full calcium. P19429+P45379. activation, % at 7.2 µM;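 active means activation above the mean over all tested compounds plus 3 SD, cut at about 30% in these data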;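 further: rise in fluorescence read as greater calcium sensitivity of cardiac thin filaments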
Keap1 Nrf2 FP – inhibitors of human Keap1-Nrf2 protein-protein interaction. 340,000 tested, 0.15% active. inhibition, % at 9.4 µM. Keap1 Kelch-Nrf2 peptide fluorescence polarization, 1536-well; in the data active means inhibition above about 12%; inconclusive means no clear call, values can overlap the other calls; inactive means below about 7.3%;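 further: human Keap1 Kelch domain with fluorescein labeled Nrf2 9mer peptide probe; 0% = neutral control wells and 100% = peptide positive control; higher means more block of Keap1 binding to Nrf2 peptide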
Wnt act – activates Wnt/beta-catenin signaling in a reporter cell assay; activation, % at 9.35 µM; AID 743398; activator, plate reader; 300,000 tested, 1.2% active; in the data active means activation above about 30%, passing the limit was not always enough; inconclusive means no clear call, values can overlap the other calls;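 further: 0% = neutral control wells and 100% = positive control wells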
OPRM1-OPRD1 ag – OPRM1-OPRD1 heterodimerization agonism; P35372+P41143; cells, luminescence; activation, % at 9.3 µM; 340,000 tested, 0.3% active; in the data active means activation above about 18%;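 further: 0% = vehicle-treated cells and 100% = reference agonist; values of inactives mirror those of a sister screen read the other way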
Target sequence (P35372 whole entry, looked up): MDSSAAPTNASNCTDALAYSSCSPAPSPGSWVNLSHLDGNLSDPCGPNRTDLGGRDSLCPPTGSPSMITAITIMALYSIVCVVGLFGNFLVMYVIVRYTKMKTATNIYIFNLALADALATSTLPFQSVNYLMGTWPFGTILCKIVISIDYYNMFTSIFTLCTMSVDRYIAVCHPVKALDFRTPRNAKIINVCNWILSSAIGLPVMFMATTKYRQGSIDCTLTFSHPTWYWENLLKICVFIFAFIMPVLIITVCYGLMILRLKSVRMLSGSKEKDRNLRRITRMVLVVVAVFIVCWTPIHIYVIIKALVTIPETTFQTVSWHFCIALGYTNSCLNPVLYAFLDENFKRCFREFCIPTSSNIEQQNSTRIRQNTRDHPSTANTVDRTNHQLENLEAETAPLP
Target sequence (P41143 whole entry, looked up): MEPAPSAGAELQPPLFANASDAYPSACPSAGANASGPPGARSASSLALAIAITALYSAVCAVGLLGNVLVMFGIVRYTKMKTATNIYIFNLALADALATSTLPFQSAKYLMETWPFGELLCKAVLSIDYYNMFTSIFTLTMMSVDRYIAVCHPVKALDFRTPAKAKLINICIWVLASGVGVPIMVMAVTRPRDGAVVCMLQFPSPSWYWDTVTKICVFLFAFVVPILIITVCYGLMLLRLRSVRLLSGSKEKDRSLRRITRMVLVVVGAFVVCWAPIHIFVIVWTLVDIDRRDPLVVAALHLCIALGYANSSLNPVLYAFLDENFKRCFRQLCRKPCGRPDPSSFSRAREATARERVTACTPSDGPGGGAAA
DSG3 Ab inh – blocks pemphigus antibody binding to human desmoglein-3; P32926; DSG3-coupled beads, scFv-anti-DSG3-GFP binding, flow cytometry; hits give low values; binding (percent of control), % at 10 µM; 310,000 tested, 0.48% active; AID 588358;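 active means binding more than 3 SD below its plate's average and above zero; inconclusive means below that plate limit but binding exactly zero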;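 further: hits lower antibody fragment binding to DSG3; some compounds called inactive have numbers as strong as hits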
Arr AP2 block – human beta-arrestin and AP2 interaction inhibition. FITC-arrestin peptide / GST-AP2 beads, flow cytometry; AP2 beta2 appendage carries R879A mutation. 340,000 tested, 0.31% active. AID 504490. inhibition, % at 10 µM;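 active means inhibition above a set limit, near 3 SD of compounds lacking own fluorescence, cut at about 54% in these data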;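 further: plate controls were DMSO wells for no effect and 5 µM unlabelled arrestin peptide for full effect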
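Material – AP2 appendage R879A on GSH beads · Buffer or medium – PBS with 0.05% Tween 20 and 0.1% BSA · Probe or stimulus – fluorescein-tagged arrestin peptide at 50 nM final · Incubation – compound with beads 12 min RT, then probe 1 h RT · Detection – high-throughput flow cytometry of beads, ex 488, em 535 nm · Evaluation – percent response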
Cardiac RTF inh – cardiac RTF calcium desensitization | P19429+P45379 | IANBD-labeled cardiac RTF, Ca2+ fluorescence | inhibition, % at 7.15 µM | 340,000 tested, 0.12% active | AID 493244;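 active means inhibition above the mean inhibition of all tested compounds plus 3 SD, cut at about 17% in these data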;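 further: assay run at fixed EC70 calcium of 1.6 mM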
V-ATPase pHluor – regulators of yeast V-ATPase proton transport; S. cerevisiae, pHLuorin cytosolic pH fluorescence; response, % at 10 µM; 350,000 tested, 0.37% active; AID 504577; in the data active means response mostly above about 7.3%, no sharp cut-off; inactive means mostly below about 5.4%; further: actives read high; inactives centre near 0; some compounds called inactive have numbers as strong as hits; reference of the scale not given here
MOR-DOR inv ag – inverse agonist of human OPRM1-OPRD1 heterodimerization; P35372+P41143; cell-based MOR-DOR heterodimer luminescence, inverse agonism; inhibition, % at 9.3 µM; 340,000 tested, 0.21% active; AID 504357; in the data active means inhibition above about 22%, passing the limit was not always enough;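 further: 0% = cells with DMSO and 100% = wells without cells with DMSO; values of inactives mirror those of a sister screen read the other way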
Active calls of the source: *; ? = inconclusive; . = not tested or not shown.

Sequence of screens: Arr AP2 block, LANA DNA inh, MOR-DOR inv ag, OPRM1-OPRD1 ag, Keap1 Nrf2 FP, cardiac RTF act, Wnt act, V-ATPase pHluor, DSG3 Ab inh, Cardiac RTF inh
Cc1cccc(C)c1NC(=S)NC1CCCCC1
  -19, -0.1, -2, 0.4, -1, 0, -1, -1, ., -3
COc1ccccc1C(=O)OC1CCCN(C)C1 (centres undefined)
  0, -1.6, 7, -1.5, -8, 6, -1, 1, 112, 3
CCCCC1=CC2=CC(=O)C(C)(OC(=O)CC)C(=O)C2=CN1c1ccc(OC)cc1 (centres undefined)
  -2, -0.8, -12, 2.2, 3, 3, -2, 3, 106, 1
CCC(=O)N1CCc2cc(S(=O)(=O)N(CC)c3cccc(C)c3)ccc21
  4, -0.7, -10, 1.9, -2, 0, -5, 0, 110, -9
O=[N+]([O-])c1ccc(NCCN2CCOCC2)c([N+](=O)[O-])c1
  -7, -1.8, 11, -2.3, 3, -1, 0, -2, 100, 0
CCCN(CCC)C(=O)C1CCN(c2cc(C)nc3c(-c4ccc(OC)c(OC)c4)c(C)nn23)CC1
  2, 0.2, 5, -0.8, -2, 8, -6, 2, 93, -14
Cn1nnnc1Sc1ncnc2scc(-c3ccc(C(F)(F)F)cc3)c12
  5, -1.0, 5, -0.8, -2, 3, -20, 0, 108, -7
Cc1ccc(Cl)cc1N1CCN(C(=O)CN(C2CCCCC2)S(C)(=O)=O)CC1
  -1, 0.8, 2, -0.3, -3, -12, -8, 1, ., 2
Cc1cc(=O)[nH]c(SCCCOc2ccccc2Cl)n1
  8, 4.1, 2, -0.5, -2, -5, ., -1, 98, -6
CCCCC(CC)CNC(=O)c1cccs1 (centres undefined)
  30, 0.1, 16, -2.9, 7, 0, -5, 3, 98, 8
COc1ccc(N2C(=O)C(C)C(Cc3ccc(C)cc3)C2=O)cc1 (centres undefined)
  -9, 1.3, 7, -1.2, 4, -3, -1, 1, 111, -6
CCOc1ccc(OCCOC(=O)CN2C(=O)NC3(CCCC3)C2=O)cc1
  -11, 1.0, 8, -1.2, -2, -6, -1, -4, 75, -5
O=C(c1ccc(F)cc1)N1CCCC(C(=O)N2CCN(c3ccccc3)CC2)C1 (centres undefined)
  7, 1.3, 13, -2.7, 2, -1, -4, 2, ., -2
CC1Cc2ccccc2N1CC(=O)N(C)c1c(N)n(Cc2ccccc2)c(=O)[nH]c1=O (centres undefined)
  34, 0.3, 3, -0.9, 3, -3, 3, 1, ., -6
CCOC(=O)C1C(=O)CC(C)(O)C(C(=O)OCC)C1c1ccccc1OC (centres undefined)
  -2, -0.6, -4, 0.7, -1, 2, ., 0, 103, -7
Cc1cccc(NC(=O)CSc2nnnn2C)n1
  2, -0.9, 3, -0.6, -2, 4, -3, 3, 98, -3
O=C(COc1ccc(Br)cc1Cl)NC(=O)NC1CCCC1
  -4, -0.2, -6, 1.4, -7, -3, 38*, 2, 101, -7
COC(=O)c1cn(CC(=O)Nc2ccccc2C)c2ccccc12
  8, 2.9, 9, -1.9, 3, 2, 1, -3, 97, -4
C[C@H](O)[C@@H]1C(=O)N2CCc3ccc(N4CCN(C)CC4)cc3[C@@H]2C[C@@H]1N(C)C(=O)c1ccc(C#N)cc1
  6, 0.3, ., ., -2, -1, -3, 0, 98, -3
Cc1ccccc1NC(=O)Nc1nnc(Cc2ccc([N+](=O)[O-])cc2)s1
  3, 0.3, -25, 4.7, -8, 0, -3, 3, 98, 5

Going on with the list.
Sequence of screens: Arr AP2 block, LANA DNA inh, MOR-DOR inv ag, OPRM1-OPRD1 ag, Keap1 Nrf2 FP, cardiac RTF act, Wnt act, V-ATPase pHluor, DSG3 Ab inh, Cardiac RTF inh
Cc1ccc(NC(=O)c2cc(Cl)nc3ccccc23)cc1
  -6, 0.4, -6, 1.4, -4, 1, ., 1, 100, 0
Cc1cccc(Cn2cnc3c(NS(C)(=O)=O)c(C)c(C)cc32)c1
  7, 2.0, 6, -1.0, -8, 1, -2, -1, 108, 4
CCN(CC)c1ccc(/C=N/NC(=O)c2ccc3c(c2)OCCO3)cc1
  -3, -1.8, 16, -3.1, -1, -1, 7, 3, 101, -1
O=C(O)c1cc(-c2c[nH]c3ccccc23)nc2ccc3ccccc3c12
  14, 2.0, 4, -0.6, -2, 5, 10, 4, 91, 14
CC(=O)C1=C(C)NC(=O)NC1/C=C/c1ccccc1 (centres undefined)
  12, 0.5, 9, -1.6, -6, 1, -1, 2, 102, -8
COc1ccc(C(=O)Nc2ccc3c(c2)nc(CCNC(=O)c2ccco2)n3C)cc1
  25, -0.7, 11, -2.0, 1, -5, 16, -5, 108, -8
Cc1cccc(C)c1NC(=O)CN1CCN(C(=O)c2ccc(OCc3cn4ccccc4n3)cc2)CC1
  -11, 1.5, 14, -2.7, 6, 3, 0, 0, 89, -8
Cc1ccc2c(c1)NC(=O)C(CC(=O)N(C)Cc1ccccc1)O2 (centres undefined)
  1, 1.1, -1, 0.2, -3, 2, -3, 1, 109, -4
C=CCN1C(=O)/C(=C2/Sc3ccc(OC)cc3N2CC)SC1=S
  4, 3.5, 5, -1.0, 1, 4, 0, -2, 105, 0
O=C(NCc1cccc(F)c1)C1CCC(=O)N(CCCN2CCOCC2)C1 (centres undefined)
  -10, -4.3, 8, -1.5, -7, -4, 2, 3, 116, -3
Cc1nnc(SCC(=O)NNC(=O)c2ccc(Cl)cc2)n1CC1CCCO1 (centres undefined)
  4, 1.1, -3, 0.4, -7, 1, -4, -2, 92, -1
CC(C)c1nnc(NC(=O)CCC(=O)NCC2CCCO2)s1 (centres undefined)
  -4, -0.7, 3, -0.7, -2, -1, -1, 2, 107, -1
Cc1c(NC(=S)NC(=O)c2cc3ccccc3o2)cccc1C(=O)O
  -1, -0.1, 18, -4.4, -2, 2, 22, -7, 105, -6
COc1nc(C)nc2c1ccc1ccccc12
  -3, 0.2, -2, 0.4, -5, 8, ., 2, 97, -1
CC1CCN(CCCNC(=O)C2CCC(=O)N2C2CCCC2)CC1 (centres undefined)
  5, 0.6, -1, 0.2, -1, 2, ., -1, 91, -8
CCCCNC(=O)CCn1nc(-c2ccccc2)ccc1=O
  -8, 1.6, 15, -2.9, 1, 4, ., -2, 109, 0
COc1ccc(-c2nc(CSCC(=O)NCc3ccco3)c(C)o2)cc1
  8, 0.5, 10, -2.0, -6, 0, ., -1, 107, 5
Cc1ccc(C(=O)Nc2ccc(SC(F)F)cc2)s1
  -5, -1.2, -2, 0.3, -2, 6, 11, 2, 107, 2
Cc1cccc(N/C(N)=N/c2nc(C(F)(F)F)cc(C(F)(F)F)n2)c1
  6, 0.5, -30, 4.1, -6, -6, -4, 1, 95, -16
O=C1c2ccccc2C(Nc2ccccc2)N1c1ccc(Cl)cn1 (centres undefined)
  2, 0.7, -17, 2.9, -1, -1, ?, 0, 86, 5

Remaining list, next part
Sequence of screens: Arr AP2 block, LANA DNA inh, MOR-DOR inv ag, OPRM1-OPRD1 ag, Keap1 Nrf2 FP, cardiac RTF act, Wnt act, V-ATPase pHluor, DSG3 Ab inh, Cardiac RTF inh
COc1cc(-c2noc(CCC(=O)NC3CCCCC3)n2)cc(OC)c1OC
  -2, 0.2, 4, -0.6, -2, -6, 1, 3, 100, 2
COc1ccc2c(CC#N)c[nH]c2c1
  -2, -0.8, 10, -1.7, -6, 5, -1, 1, 109, 8
O=C(NCCc1ccccc1)C1CC(c2ccccc2O)=NO1 (centres undefined)
  11, -0.9, 10, -1.8, -8, 3, 12, 4, 89, 4
CC(=O)Nc1cccc(Oc2ncnc3scc(-c4ccc(C(C)C)cc4)c23)c1
  0, 0.4, -5, 1.0, -2, 1, -8, 2, 99, -10
O=C(/C=C/c1ccccc1)NCCCNC(=O)/C=C/c1ccccc1
  -11, 1.2, 7, -1.6, -3, -6, -3, -1, 84, -3
CC(/C=N/NC(=O)c1ccco1)=C\c1ccccc1
  -5, 2.9, 9, -2.0, -5, 5, -2, 0, 105, -13
COc1ccc(C(=O)Nc2cc(C)on2)cc1
  9, 0.0, 11, -2.1, -4, 0, 47*, 1, 99, 1
CCOC(=O)c1ccc[n+](CC(=O)Nc2cc(C(F)(F)F)ccc2Cl)c1
  -27, -1.1, 14, -2.7, -3, 18, -1, 5, 115, -12
Cc1cnc(CNC(=O)c2ccc3oc(Cc4ccccc4)nc3c2)[nH]1
  8, 0.5, 10, -2.0, -2, -2, -1, -4, ., -4
Cc1cnc(CN(C)C(=O)c2ccc3oc(Cc4ccccc4)nc3c2)[nH]1
  6, 1.8, 7, -1.2, 1, -5, 2, -3, 123, -6
CCOc1ccc(S(=O)(=O)Nc2cccc(C(=O)NCC3(N4CCCCC4)CCCCC3)c2)cc1
  6, -1.5, 17, -3.6, 3, -13, -2, -7, 102, -2
C/C(Cn1cnc([N+](=O)[O-])n1)=N\NC(=O)c1ccc(O)cc1O
  2, 0.3, -5, 0.9, -5, 8, 1, 1, 97, -10
O=C(CCS(=O)(=O)Cc1ccc(Cl)cc1)NCCCN1CCN(c2ccccc2F)CC1
  -11, -0.6, -18, 3.3, -2, -4, -3, 1, 102, -10
NN1C(=O)/C(=C2/Sc3ccccc3N2CCCS(=O)(=O)O)SC1=S
  -5, 8.4, 9, -1.9, -6, -4, -2, 2, 103, 0
Cc1nc2ccc(S(=O)(=O)N(C)CC(=O)NCCc3ccccc3)cc2s1
  -1, 0.2, 3, -0.5, -3, -2, 0, -4, 93, 1
CC(=O)NC1C(OCc2ccccc2)OC2COC(c3ccccc3)OC2C1OCC(=O)O (centres undefined)
  -3, -0.8, 20, -3.9, -3, -5, -2, 1, 102, 1
COc1cc(CCCN2CCNC[C@H]2Cc2ccc(O)cc2)cc(OC)c1OC
  1, 0.5, -2, 0.4, 3, 6, -1, 0, 96, -11
CC(C)(C)OC(=O)C[C@@H]1C/C=C\C[C@H](CC(=O)N(CCO)Cc2ccccc2)C(=O)N[C@@H](Cc2c[nH]c3ccccc23)COC1=O
  ., -0.4, -11, 1.9, -6, -1, -1, 0, 95, -11
CC1(OC(=O)C2CCCC2)C(=O)C=C2C=C(c3ccsc3)N(c3ccccc3)C=C2C1=O (centres undefined)
  18, -4.4, -35, 7.6, -1, -3, -5, -3, 101, 3
